# Bioassay records deposited in PubChem by several laboratories.
# KCNQ2 block = KCNQ2 potassium channel inhibitors, primary screen, cell-based, CHO-K1, FluxOR thallium flux, B-score (AID 2156); 310,000 compounds, 1.1% hits; 20 min; stronger effect = lower value; O88943; B-score at 10 µM;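 active means fluorescence ratio B-score at most minus 3 library SDs, with starting brightness B-score within 2 library SDs, cut at about -5.5 in these data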
# STK33 kinase inh = inhibitors of human STK33 kinase | Q9BYT3 | purified STK33, MBP phosphorylation, ADP-Glo luminescence | inhibition, % at 10 µM | 320,000 compounds, 0.073% hits | AID 2661;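 active means inhibition at or above 25%, using the most active replicate where run in duplicate; inactive means inhibition below 25%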
# Target sequence (Q9BYT3 whole entry, looked up): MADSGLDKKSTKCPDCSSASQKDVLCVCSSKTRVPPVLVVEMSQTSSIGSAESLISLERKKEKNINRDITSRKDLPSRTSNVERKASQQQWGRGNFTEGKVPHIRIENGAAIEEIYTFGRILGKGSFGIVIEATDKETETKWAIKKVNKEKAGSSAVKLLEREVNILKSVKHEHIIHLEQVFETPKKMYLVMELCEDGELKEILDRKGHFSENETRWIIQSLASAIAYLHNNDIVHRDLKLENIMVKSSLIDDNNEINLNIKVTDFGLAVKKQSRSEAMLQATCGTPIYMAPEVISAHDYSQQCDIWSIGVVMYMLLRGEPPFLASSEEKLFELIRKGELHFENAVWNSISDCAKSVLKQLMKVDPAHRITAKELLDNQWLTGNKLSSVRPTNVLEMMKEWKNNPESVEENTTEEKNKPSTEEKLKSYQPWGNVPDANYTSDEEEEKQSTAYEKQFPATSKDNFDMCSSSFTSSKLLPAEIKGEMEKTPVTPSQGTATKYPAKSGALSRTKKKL
# OX1R antag = blocks the human orexin 1 receptor. O43613. OX1R-expressing cells, FRET antagonist read-out. inhibition, % at 6.6 µM. 330,000 compounds, 1.8% hits. AID 485270; in the data active means inhibition mostly above about 38%, no sharp cut-off; inactive means mostly below about 40%;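 further: 0% = agonist challenge alone and 100% = reference antagonist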
# Target sequence (O43613 whole entry, looked up): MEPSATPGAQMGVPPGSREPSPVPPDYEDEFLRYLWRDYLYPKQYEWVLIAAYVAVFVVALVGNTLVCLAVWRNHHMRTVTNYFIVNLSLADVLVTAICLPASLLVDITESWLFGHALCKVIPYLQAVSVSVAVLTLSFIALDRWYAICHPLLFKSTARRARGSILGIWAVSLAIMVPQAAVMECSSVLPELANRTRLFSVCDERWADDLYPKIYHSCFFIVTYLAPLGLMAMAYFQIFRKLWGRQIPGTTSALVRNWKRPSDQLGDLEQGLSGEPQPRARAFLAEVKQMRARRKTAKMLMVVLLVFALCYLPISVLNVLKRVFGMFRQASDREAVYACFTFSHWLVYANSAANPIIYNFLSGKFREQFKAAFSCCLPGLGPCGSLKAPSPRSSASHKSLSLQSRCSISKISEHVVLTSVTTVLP
# * marks the source's active call; other numbers are inactive results; i = inactive; / = not tested or not shown.
Compound	KCNQ2 block	STK33 kinase inh	OX1R antag
O=C(c1cccc(C(F)(F)F)c1)C1CCCN(C(=O)C2CCOCC2)C1 (stereo not given)	i	-1.6	7
CSc1ccc(/C=N/N2CCN(C)CC2)cc1	i	1.9	15
CCCN(CCC)CCCNC(=S)Nc1ccc2nc(N3CCN(C)CC3)cc(C)c2c1	i	-2.3	6
COc1cc(OC)c(NC(=O)C2CCCN2C(=O)OCc2ccccc2)cc1Cl (stereo not given)	i	0.4	3
O=C(c1cc(COc2ccc3ncccc3c2)on1)N1CCCC1	i	-0.8	29
Brc1ccccc1OCCCCn1cnc2ccccc21	i	-1.0	35*
CNC(=O)COC(=O)c1cc(NC(=O)c2ccco2)c(OC)c(OC)c1	i	-1.3	6
O=C(COC(=O)c1nc(Cl)ccc1Cl)Nc1ncc(Cl)cc1Cl	i	-1.0	10
O=C(O)CSc1ncnc2nc[nH]c12	i	-0.5	8
COCCCNC(=S)NNC(=O)Cn1nc(C)c(Br)c1C	i	-1.3	3
CCN(C(=O)COC(=O)c1ccc2[nH]c3c(c2c1)CCCC3)C1CCS(=O)(=O)C1 (stereo not given)	i	-1.9	21
Cc1ccc2c(C)c(C(=O)Nc3ccc(S(N)(=O)=O)cc3)oc2c1C	i	-0.8	10
O=C(Nc1ccon1)C(Sc1ccccc1)c1ccccc1 (stereo not given)	i	-1.2	11
C#CCOCCOCCOCCNc1nc(N2CCN(C(=O)C(Cc3ccc(O)cc3)n3cc(C(N)CC(C)C)nn3)CC2)nc(N2CCN(C(=O)C(Cc3ccc(O)cc3)n3cc(C(N)C(C)CC)nn3)CC2)n1 (stereo not given)	i	-0.2	6
CSc1cccc(NC(=O)CCC(=O)O)c1	i	-0.2	4
CCn1c(CNC(=O)c2ccc(OC)cc2)nnc1SC	i	-0.2	15
COc1cc(CNc2ncc(-c3ccc(Cl)cc3)n2C)cc(OC)c1OC	i	-0.8	11
COc1cc(/C=N/NC(=O)CN2CCCCC2)ccc1OCc1ccccc1	i	-1.5	4
O=S(=O)([N-]c1nc2ccccc2nc1-n1cc[n+](Cc2ccccc2)c1)c1ccccc1	i	-2.2	6
CCCOc1ccc(Cc2nc(N)nc(N)n2)cc1	i	-0.8	6
CCn1c(SCC(=O)Nc2ccc(OC)c(OC)c2)nnc1-c1c[nH]c2ccccc12	i	0.2	6
O=C(N/C(=C/c1ccccc1F)C(=O)N1CCCCC1)c1ccccc1	i	-1.1	15
CCCN(N=Nc1cccc([N+](=O)[O-])c1)c1cccc([N+](=O)[O-])c1	i	-0.9	17
ONC=Nc1cccc2nonc12	i	-2.3	30
Cc1cccc(C(=O)NNC(=O)c2c(-c3ccccc3Cl)noc2C)c1O	i	-0.4	21
Nc1ccc(C(=O)Nc2cccc3ncccc23)cc1	i	-1.4	12
CCn1ccc(C(=O)N2CCN(c3ncccn3)CC2)n1	i	-0.2	7
O=C(NCC(=O)N(Cc1ccco1)C(C(=O)NC1CCCCC1)c1cccnc1)c1cccs1 (stereo not given)	i	1.3	10
Cc1nc2ccc(NC(=O)CCS(=O)(=O)c3ccccc3)cc2s1	i	-0.7	11
O=C(/C=C/c1ccco1)Nc1nnc(-c2ccco2)s1	i	-2.3	20

# Arranged by heavy-atom count (high to low): some entries from above
Compound	KCNQ2 block	STK33 kinase inh	OX1R antag
CCn1c(SCC(=O)Nc2ccc(OC)c(OC)c2)nnc1-c1c[nH]c2ccccc12	i	0.2	6
COCCCNC(=S)NNC(=O)Cn1nc(C)c(Br)c1C	i	-1.3	3
CSc1ccc(/C=N/N2CCN(C)CC2)cc1	i	1.9	15

# Exported field by field: four of the compounds above
> Cc1cccc(C(=O)NNC(=O)c2c(-c3ccccc3Cl)noc2C)c1O
  KCNQ2 block: i
  STK33 kinase inh: -0.4
  OX1R antag: 21
> Nc1ccc(C(=O)Nc2cccc3ncccc23)cc1
  KCNQ2 block: i
  STK33 kinase inh: -1.4
  OX1R antag: 12
> CCn1ccc(C(=O)N2CCN(c3ncccn3)CC2)n1
  KCNQ2 block: i
  STK33 kinase inh: -0.2
  OX1R antag: 7
> O=C(NCC(=O)N(Cc1ccco1)C(C(=O)NC1CCCCC1)c1cccnc1)c1cccs1 (stereo not given)
  KCNQ2 block: i
  STK33 kinase inh: 1.3
  OX1R antag: 10

# Next section:
Compound	KCNQ2 block	STK33 kinase inh	OX1R antag
CCC(C)(C)NC(=O)C(c1ccncc1)N(Cc1ccc(C)cc1)C(=O)c1csnn1 (stereo not given)	i	1.2	8
Cc1cccc2[nH]c3c(N4CCN(C(=O)c5ccco5)CC4)ncnc3c12	i	3.6	19
O=C(Cn1c(=O)n(CC(=O)NCc2ccccc2)c2ccccc21)NCc1ccccc1	i	-1.6	10
NNC(=O)Nc1cccc(C(F)(F)F)c1	i	-0.4	11
CCOc1cc(C2C(C(C)=O)=C(C)Nc3ncnn32)ccc1O (stereo not given)	i	-0.1	3
Cc1cccc(C)c1NC(=O)NC1(C(=O)NCc2ccncc2)CCCCC1	i	-2.3	23
CC(=O)Nc1ccc(-c2cn3cc(C)ccc3n2)cc1	i	-0.2	1
Cc1c(C(=O)OCC(=O)Nc2ccc(N3CCOCC3)cc2)oc2ccccc12	i	-1.0	20
COCCn1c(CN2CCN(c3ccccc3)CC2)nc2c1c(=O)n(C)c(=O)n2C	i	2.5	5
O=C(NN1CCOCC1)c1cc(-c2ccccc2)nc2ccccc12	i	1.4	2
COc1cccc(CNc2ncnc3cc(OC)c(OC)cc23)c1	i	2.0	12
CC1(C)COC(/C=C/c2ccc([N+](=O)[O-])cc2)=N1	i	1.0	37
CN1CCN(NC(=O)c2ccc(Cl)c(S(=O)(=O)Nc3ccc(Cl)cc3)c2)CC1	i	0.2	12
COc1ccc(NC(=O)CN(Cc2ccco2)Cc2ccco2)cc1S(=O)(=O)N1CCCCC1	/	-0.7	9
COCCCNCC(O)COc1ccccc1F (stereo not given)	i	-1.2	16
CN(C)c1ccc(/C=N/NC(=O)c2ccco2)cc1	i	2.6	40
COc1ccc(S(=O)(=O)Nc2ccc3c(c2)OCCO3)cc1OC	i	-0.3	4
N/C(=N\OC(=O)CCC1CCCCC1)c1cccc([N+](=O)[O-])c1	i	-1.2	3
COCn1c(-c2ccc(OC)cc2)nc2ccccc21	i	-1.3	12
CN(C#N)c1nc(Cl)nc(Nc2cccc(Cl)c2)n1	i	1.8	16
COc1ccc(C(=O)Nc2ccc(C3=NNC(=O)CC3C)cc2NC(=O)c2ccc(OC)cc2)cc1 (stereo not given)	i	-0.3	6
Cc1c(Br)c([N+](=O)[O-])nn1CC(=O)NC1CCCCCC1	i	-0.8	18
O=C(Nc1cccc2c1CCCC2)c1ccccc1Br	i	-2.0	0
COc1ccc(-n2cnc(N)c2C(=O)c2cccc([N+](=O)[O-])c2)cc1	i	-1.4	22
O=C(NCCc1c[nH]c2ccccc12)C(=O)NCC(c1cccnc1)N1CCN(c2ccccc2)CC1 (stereo not given)	i	0.6	5
CO/N=C/c1ccc(Sc2ccccc2)c([N+](=O)[O-])c1	i	1.1	22
O=C(NCc1ccccc1)C1=C[C@H](C2CCCCC2)C[C@H](OCc2ccc(CO)cc2)O1	i	-1.2	18
O=C(CSc1nc(-c2ccccc2)ns1)NCC1CCCO1 (stereo not given)	i	0.3	6
COc1ccccc1CNC(=O)C(C)n1cccc1C(=O)c1ccccc1 (stereo not given)	-5.7*	-0.4	17
CCOc1ccc(NC(=O)c2ccccc2NS(=O)(=O)c2ccc(F)cc2)c([N+](=O)[O-])c1	i	-2.4	35
Nc1cccc2[nH]c(C(F)(F)F)nc12	i	-2.8	-4
Cc1nn(Cc2ccc(F)cc2)c(C)c1NC(=O)c1cccnc1Cl	i	-2.2	-4
CCCCn1c(CCC)nc([N+](=O)[O-])c1Sc1ccc(Cl)cn1	i	-3.3	13
CCC(Oc1ccccc1)C(=O)N1CCN(C(=O)C(CC)Oc2ccccc2)CC1 (stereo not given)	i	-0.8	2
O=C(NCCCN1CCOCC1)C1(c2ccccc2)CCOCC1	i	0.9	2
CC1CCCN(C(=O)CSc2nnc(-c3ccncc3)n2C)C1 (stereo not given)	i	0.7	4
Cn1c(SCC(=O)NC2CCCCC2)nnc1-c1ccc(N)cc1	i	0.5	8
CC(C)C(NS(=O)(=O)c1c(Cl)cccc1Cl)C(=O)OCC(=O)c1c[nH]c2ccccc12 (stereo not given)	i	-0.2	24
Cc1ccc(C(=O)Nc2ccnc(-c3cccnc3)n2)cc1	i	/	24
NS(=O)(=O)c1ccc(NCc2cc(Cl)ccc2OCc2ccccc2F)cc1	i	0.1	13
COc1ccc(C2C(C(C)=O)=C(O)C(=O)N2c2nc3ccccc3s2)cc1OC (stereo not given)	i	0.8	32
N#Cc1cc(C(=O)c2cc(F)ccc2O)cn(-c2nccs2)c1=O	i	1.6	0
CCOC(=O)N1CCN(C(=O)CSc2ccc(Cl)cc2)CC1	i	-1.2	13
COC(=O)[C@]1(C)N[C@H](c2ccc(-c3ccc(F)cc3)cc2)[C@@H]2C(=O)N(C)C(=O)[C@@H]21	i	-1.4	12
O=C(Nc1ccc2nc3n(c(=O)c2c1)CCCC3)c1ccccc1F	i	-1.1	11
COc1ccc(C(=O)Nc2nnc(SCC(=O)Nc3ccc(NC(C)=O)cc3)s2)c(OC)c1	i	0.0	4
CN(C)c1ccc(/C=N/NC(=O)c2ccnn2C)cc1	i	13	12
O=S(=O)(Cc1ccc(Cl)cc1)N1CCN(c2ncccn2)CC1	i	-1.7	6
CC(CC(=O)Nc1ccc(F)c([N+](=O)[O-])c1)c1ccccc1 (stereo not given)	i	-0.7	30
CCCN(CCC)S(=O)(=O)c1cccc(C(=O)N=c2sccn2C)c1	i	0.6	25
Cc1cc(NC(=O)CCCC(=O)Nc2ccc(F)cc2)no1	i	1.0	5
O=C(O)c1ccc(N/N=C/c2ccc(-c3ccccc3Cl)o2)cc1	i	6.2	-7
Cc1ccc(C)c(N2CCN(S(=O)(=O)c3c(C)[nH]c(C)c3C(=O)N3CCCC3)CC2)c1	i	-0.6	6
COCCn1nnnc1C(c1ccc(OC)c(OC)c1)N1CCN(C(=O)c2ccco2)CC1 (stereo not given)	i	0.1	29
COCCCNC(=O)c1ccc([N+](=O)[O-])cc1	i	-0.2	42
O=C1NC(Cc2ccccc2)c2nc3ccc(F)cc3c(=O)n2-c2ccccc21 (stereo not given)	/	-0.2	0
O=C1NC(c2ccccn2)Nc2sc3c(c21)CCC3 (stereo not given)	i	6.5	40
CCCc1nc2sc3c(=O)n(N)cnc3c2c2c1COC(C)(C)C2	i	-1.7	8
O=C(COc1ccc(C(=S)N2CCOCC2)cc1)Nc1ccccc1C(F)(F)F	i	-1.4	6
O=C(Cn1nc(-c2cccc([N+](=O)[O-])c2)c2ccccc2c1=O)NCC1CCCO1 (stereo not given)	i	-0.6	54

# Other records:
Compound	KCNQ2 block	STK33 kinase inh	OX1R antag
CCc1nnc(NC(=O)c2cccc(NC(=O)C(C)C)c2)s1	i	-0.1	6
CCOc1ccccc1CNS(=O)(=O)c1ccc2c(c1)oc(=O)n2C	i	0.7	13
Cn1cc(CNC(=O)c2ccc(OC3CCN(Cc4ccccn4)CC3)cc2)cn1	i	/	13
O=C(CSc1nnc2ccc(-c3ccc(F)cc3)nn12)N1CCCC1	i	-0.7	33
CS(=O)(=O)N1CCC(C(=O)Nc2ccc(Cl)c(Cl)c2)CC1	i	-0.8	4
CS(=O)(=O)c1ccc(Cl)c(NC(=O)CCNC(=O)c2ccco2)c1	i	0.1	15
CCCC(=O)Nc1ccc(-c2nc3cc(C)c(C)cc3o2)c(O)c1	i	-2.8	14
Nn1c(SCC(=O)N2CCOCC2)nnc1-c1ccco1	i	-0.6	16
Cc1ccc(NC(=O)CSc2nnc(-c3ccncc3)o2)cc1C	i	0.6	5
CCN(CC(=O)Nc1ccc(NC(C)=O)cc1)C(=O)CCN1C(=O)c2cccc([N+](=O)[O-])c2C1=O	i	0.3	43
Cc1noc(C)c1-c1nc(CSc2ccccc2)no1	i	-2.0	-3
COC(=O)c1cc(-c2ccccc2)n(CC(=O)O)c1C	/	-1.7	15
COC(=O)c1ccc2c(=O)[nH]c(CN3c4ccccc4CC3C)nc2c1 (stereo not given)	i	-2.2	11
CC(C)N(CC#CCC1(O)c2ccccc2-c2ccccc21)CCO	i	-0.5	0
CCN1C(c2ccccc2)C(C)C(=O)C(C)C1c1ccccc1 (stereo not given)	-8.4*	-0.5	8
O=C(N/N=C/c1cccnc1)c1ccc(NC(=O)c2ccccc2Cl)cc1	i	-0.8	21
O=C(NC(=S)Nc1cccnc1Cl)c1ccco1	i	3.6	10
O=C(OCC(=O)N1CCN(C(=O)COC(=O)c2ccncc2)CC1)c1ccncc1	i	-0.7	4
CN1CCN(C(=O)c2cc(=O)c3cc(Cl)cc(Cl)c3o2)CC1	i	-1.2	12
O=S(=O)(c1ccc(NC(=S)NCc2ccc(F)cc2)cc1)N1CCOCC1	i	-0.6	4
Cc1cc(C)n(-c2ccc(C(=O)OCC(=O)NCc3ccc(Cl)cc3)cc2)n1	i	0.8	4
COC(=O)C1CN(C(=O)C(C)Oc2cc(C)ccc2C(C)C)c2ccccc2O1 (stereo not given)	i	-1.0	17
Cc1csc(SCC(=O)NCc2cccs2)n1	i	-0.1	8
CC(O)(CS(=O)(=O)Cc1ccccc1)c1ccc(Cl)cc1 (stereo not given)	i	-0.8	-5
